V-ATPase pH: regulators of yeast V-ATPase proton transport. actives 0.37% (n = 350,000). S. cerevisiae, pHLuorin cytosolic pH fluorescence. AID 504577. response, % at 10 µM; in the data active = response mostly above about 7.3%, no sharp cut-off; inactive = mostly below about 5.4%; also: actives read high; inactives centre near 0; some compounds called inactive have numbers as strong as hits
CDK5 inh: CDK5/p35 (human) kinase inhibition; Recombinant CDK5/p35, ADP-Glo luminescence, 60 min; inhibition, % at 10 µM; actives 0.01% (n = 330,000);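 active = highest replicate inhibition of at least 50% and at least 75% of replicates reaching 50%; inconclusive = only one of the two criteria met; inactive = both criteria failed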;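 also: plate controls were DMSO neutral control for no effect and GW8510 at 10 µM for full effect; many of its hits are not listed in these tables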
Wnt act: activators of Wnt/beta-catenin signaling | Wnt/beta-catenin reporter cell assay, activator, plate reader | AID 743398 | activation, % at 9.35 µM | actives 1.2% (n = 300,000); in the data active = activation above about 30%, passing the limit was not always enough; inconclusive = no clear call, values can overlap the other calls;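 also: 0% = neutral control wells and 100% = positive control wells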
Rtt109 Vps75: inhibitors of Candida albicans Rtt109/Vps75 histone acetyltransferase. Q5AAJ8. purified Rtt109/Vps75, ThioGlo CoA-SH fluorescence, 4 h. inhibition, % at 34.9 µM. actives 0.16% (n = 330,000). AID 540336;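 active = inhibition of at least 50% in every replicate; inconclusive = best replicate reaches 50% inhibition but some replicates fall short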
Target sequence (Q5AAJ8 whole entry, looked up): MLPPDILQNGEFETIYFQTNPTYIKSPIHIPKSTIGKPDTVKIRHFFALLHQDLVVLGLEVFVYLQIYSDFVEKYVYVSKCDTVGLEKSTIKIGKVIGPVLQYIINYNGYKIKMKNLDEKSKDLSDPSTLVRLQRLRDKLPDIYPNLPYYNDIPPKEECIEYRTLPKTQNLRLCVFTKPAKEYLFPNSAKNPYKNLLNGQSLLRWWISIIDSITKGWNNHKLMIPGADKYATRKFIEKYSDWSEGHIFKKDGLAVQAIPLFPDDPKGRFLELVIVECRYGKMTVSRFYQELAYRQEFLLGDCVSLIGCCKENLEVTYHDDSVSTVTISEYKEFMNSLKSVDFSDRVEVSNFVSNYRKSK
MITF TRPM1 HTS: activators of MITF-driven TRPM1 promoter activity in SK-MEL-5 cells; SK-MEL-5 TRPM1-promoter luciferase, 24 h; % of positive control, neutral wells = 0; activation, % at 12.5 µM; actives 0.75% (n = 300,000);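 active = mean activation of at least 80% with every replicate also reaching 80%; inconclusive = mean reaches 80% but some replicate falls short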;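 also: 0% = neutral control wells and 100% = parthenolide positive control wells; values of inactives mirror those of a sister screen read the other way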
CAL PDZ FP-1: CAL PDZ (human) peptide binding inhibition. purified CAL PDZ, TMR-peptide fluorescence polarization, 1 h. inhibition, % at 24.9 µM. actives 0.92% (n = 300,000). AID 602252;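 active = mean inhibition of at least 30% with at least half of replicates also reaching 30%; inconclusive = no clear call, values can overlap the other calls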;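 also: 0% = DMSO neutral control and 100% = excess unlabeled competitor peptide PRC23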
Tat transport: blocks Tat-dependent protein export in E. coli; E. coli MC4100 TorA-mCherry Tat export, fluorescence; inhibition, % at 10 µM; actives 0.036% (n = 340,000);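 active = mean replicate inhibition at least 50% and at least half of replicates individually reaching 50%; inconclusive = only one of the two criteria met; inactive = neither criterion met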;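 also: exported cargo escapes ClpAP degradation while cytoplasmic cargo is degraded and loses fluorescence; 0% = median of neutral control wells and 100% = median of NaSCN control wells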
dFosB activator: enhances mouse delta FosB homodimer DNA binding | P13346 | purified delta FosB, TAMRA-CDK5 oligo fluorescence polarization; percent of positive-control signal above neutral wells | activation, % at 25 µM | actives 0.99% (n = 340,000);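 active = mean activation above about 17%, with every replicate also reaching it, limit read from the data, passing the limit was not always enough; inconclusive = only one of the two conditions met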;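 also: fluorescence polarization rise as delta FosB binds a TAMRA Cdk5 AP-1 oligo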
Target sequence (P13346 whole entry, looked up): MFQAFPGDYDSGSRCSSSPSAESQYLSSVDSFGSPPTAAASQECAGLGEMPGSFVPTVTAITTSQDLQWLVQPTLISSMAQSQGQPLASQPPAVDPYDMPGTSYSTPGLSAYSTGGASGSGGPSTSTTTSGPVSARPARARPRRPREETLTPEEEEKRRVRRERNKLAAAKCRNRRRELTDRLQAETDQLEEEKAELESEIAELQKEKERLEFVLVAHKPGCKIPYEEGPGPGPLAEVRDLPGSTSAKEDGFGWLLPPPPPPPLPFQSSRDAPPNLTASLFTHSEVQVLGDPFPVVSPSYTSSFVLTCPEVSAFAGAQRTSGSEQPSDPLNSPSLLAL
CAL PDZ FP-2: blocks peptide binding to human CAL PDZ domain; AID 504414; purified CAL PDZ, TMR-peptide fluorescence polarization, 1 h; actives 0.02% (n = 330,000); inhibition, % at 20 µM; Q9HD26;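 active = highest replicate inhibition of at least 40%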;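 also: plate controls were DMSO neutral control wells for no effect and unlabeled competitor peptide control wells for full effect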
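Test system: tagged CAL PDZ domain / Buffer or medium: sodium phosphate/NaCl buffer pH 7.4 with TCEP, IgG, Thesit / Reagent: TMR-labelled reporter peptide T*-PRC34 bound in PDZ groove / Compound dosing: single point, 20 µM / Schedule: 1 h incubation at room temperature before polarization reading / Technique: fluorescence polarization (mP) / Benchmarks: unlabelled peptide, DMSO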
RTF Ca sens act: increases calcium sensitivity of human cardiac regulated thin filaments; P19429+P45379; IANBD-labeled TnC RTF fluorescence at EC20 calcium; 0% EC20 calcium, 100% full calcium; AID 493008; activation, % at 7.2 µM; actives 0.24% (n = 340,000);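 active = activation above the mean over all tested compounds plus 3 SD, cut at about 30% in these data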;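 also: rise in fluorescence read as greater calcium sensitivity of cardiac thin filaments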
Active calls of the source: *; ? = inconclusive; / = not tested or not shown.

dFosB activator,Rtt109 Vps75,canonical_smiles,MITF TRPM1 HTS,CAL PDZ FP-2,CDK5 inh,Tat transport,CAL PDZ FP-1,V-ATPase pH,RTF Ca sens act,Wnt act
-2,-1,CCOc1ccc(CN2CCN(C/C=C/c3ccc(OC)cc3)CC2CCO)cc1 (stereo not given),0,-3.2,1.0,0,-3,4,24,-1
-6,0,COc1ccc(OC)c2[nH]c(=O)c(CCNS(=O)(=O)c3ccccc3)cc12,-6,-0.1,0.1,2,-3,-4,2,/
-8,-4,O=C(CCC1CCCN(C(=O)CCCc2ccccc2)C1)N1CCN(c2ccccn2)CC1 (stereo not given),0,0.1,-1.4,6,3,0,-4,8
-2,11,COCC(COCCCNC(=O)Nc1ccc(Br)cc1)OC (stereo not given),6,0.2,1.0,-1,-1,0,3,/
-2,-3,COc1cccc(/C=C/c2ccccn2)c1O,67,-4.1,-1.4,3,-3,3,-3,42*
6,9,O=S(=O)(NC(=S)NC1CCCCC1)c1ccccc1,-7,-0.5,2.6,-10,2,0,0,0
-14,4,Cc1cc(NCCN2CCOCC2)n2nc(C)c(-c3ccccc3)c2n1,7,/,0.2,-7,6,5,-4,0
0,-4,O=C(Cc1cccc(NC(=O)C2CCCN(C(=O)C3CC3)C2)c1)Nc1ccc(C(=O)N2CCOCC2)cc1 (stereo not given),13,-0.9,-1.5,-4,2,3,-6,0
0,1,CCN(CC(=O)Nc1ccc(NC(C)=O)cc1)C(=O)CSc1ncnc2sc(C)c(C)c12,-10,-2.8,-2.7,4,1,2,-6,-2
-4,9,CC(=O)c1ccc(NC(=O)C(C)Sc2nnc(C3CC3)n2C2CC2)cc1 (stereo not given),6,-0.4,0.0,5,-1,3,1,4
-7,1,Cc1ccccc1-c1cccc([C@@H]2C[C@H]3[C@H](CON3C)CN2C(=O)C(C)(C)C)c1,8,-7.0,-1.2,-3,-3,5,-4,-1
4,-15,O=C1c2cccnc2C(O)N1Cc1ccco1 (stereo not given),-1,-5.1,-0.3,1,/,0,0,/
9,-1,Cc1ccccc1-c1noc(-c2ccccc2F)n1,107*,0.0,0.4,7,0,-3,-1,-1
-4,-4,COc1ccc(Nc2c(-c3ccc(OC)cc3)nc3cnccn23)cc1,3,0.2,0.0,-2,2,-4,-4,3
7,-2,CCSCc1nnc(SCC(=O)Nc2nc3ccccc3s2)n1C,17,0.5,0.3,-2,-1,-2,0,/

Arranged by the number under CAL PDZ FP-1 (ascending): some entries from above
Compound	dFosB activator	Rtt109 Vps75	MITF TRPM1 HTS	CAL PDZ FP-2	CDK5 inh	Tat transport	CAL PDZ FP-1	V-ATPase pH	RTF Ca sens act	Wnt act
COCC(COCCCNC(=O)Nc1ccc(Br)cc1)OC (stereo not given)	-2	11	6	0.2	1.0	-1	-1	0	3	/
Cc1ccccc1-c1noc(-c2ccccc2F)n1	9	-1	107*	0.0	0.4	7	0	-3	-1	-1
O=S(=O)(NC(=S)NC1CCCCC1)c1ccccc1	6	9	-7	-0.5	2.6	-10	2	0	0	0

(cont.)
dFosB activator,Rtt109 Vps75,canonical_smiles,MITF TRPM1 HTS,CAL PDZ FP-2,CDK5 inh,Tat transport,CAL PDZ FP-1,V-ATPase pH,RTF Ca sens act,Wnt act
-2,-17,CN=c1scc(-c2ccc(Br)cc2)n1C,19,-0.4,-2.9,7,4,-1,-5,-3
-7,-8,O=C(Nc1ccccc1N1CCOCC1)C1Cc2ccccc2CN1C(=O)c1ccco1 (stereo not given),-6,-0.9,0.2,1,-1,-4,5,-6
1,/,O=C(O)c1ccc(N=NN2CCCC2)cc1,-5,-1.7,-1.3,4,2,4,1,-3
-3,5,CCCC(=O)OCCNc1cc(Sc2nccn2C)c2nonc2c1[N+](=O)[O-],-101,-1.8,0.0,10,-3,0,5,-19
-7,17,Cc1[nH]c2ccccc2c1/C=C(\C#N)C(=O)NC1CC1,50,0.0,-0.4,-1,-7,0,-2,10
-3,-4,FC(F)(F)c1cccc(CNC2c3ccccc3-c3ccccc32)c1,14,3.1,-1.0,1,3,3,-3,3
5,-1,CC(Cn1cnc2ccccc21)C(=O)O (stereo not given),-5,0.0,-2.0,-10,-3,0,1,3
-4,-4,Cc1ccc(C)c(NC(=O)C(Sc2nnc(-c3cccs3)o2)c2ccccc2)c1 (stereo not given),9,-0.4,1.3,4,-22,-1,2,/
-5,-10,CCOC(=O)c1sc(N)c(C#N)c1COC(=O)CNC(=O)c1ccccc1,-5,-2.4,-3.8,12,0,1,17,/
-5,1,c1ccc(CN2CCN(Cc3nnc(-c4ccccc4)o3)CC2)cc1,-5,0.1,0.8,-3,1,0,2,1
16,14,CCOC(=O)c1c(NC(=O)Cn2ccsc2=N)sc(C)c1C,-4,0.2,0.7,-1,-6,1,6,-1
-3,17,COc1cccc(Oc2ccc(C(F)(F)F)cc2NC(=O)C2=COCCO2)c1,-3,0.4,0.1,2,/,-2,0,-2
4,-4,Cc1ccc(-n2c(SCC(=O)N3CCN(c4ccccn4)CC3)nnc2N2CCCC2)cc1,8,-0.4,-0.6,1,-9,-3,-2,-1
-5,0,COC(=O)c1cn(NC(=O)c2ccc([N+](=O)[O-])cc2Cl)c(=O)c2ccccc12,-9,0.3,3.1,-1,9,7,10,-1
3,1,CC(=O)c1cc(C#N)c(SCC(=O)OC(C)(C)C)nc1C,52,-0.7,-0.4,0,-4,-2,-3,/

Copied from the list:
CC(=O)c1cc(C#N)c(SCC(=O)OC(C)(C)C)nc1C in Rtt109 Vps75 has 1
CC(Cn1cnc2ccccc21)C(=O)O (stereo not given) in dFosB activator has 5

The listing picks up, starting 5 compounds before the break.
dFosB activator,Rtt109 Vps75,canonical_smiles,MITF TRPM1 HTS,CAL PDZ FP-2,CDK5 inh,Tat transport,CAL PDZ FP-1,V-ATPase pH,RTF Ca sens act,Wnt act
16,14,CCOC(=O)c1c(NC(=O)Cn2ccsc2=N)sc(C)c1C,-4,0.2,0.7,-1,-6,1,6,-1
-3,17,COc1cccc(Oc2ccc(C(F)(F)F)cc2NC(=O)C2=COCCO2)c1,-3,0.4,0.1,2,/,-2,0,-2
4,-4,Cc1ccc(-n2c(SCC(=O)N3CCN(c4ccccn4)CC3)nnc2N2CCCC2)cc1,8,-0.4,-0.6,1,-9,-3,-2,-1
-5,0,COC(=O)c1cn(NC(=O)c2ccc([N+](=O)[O-])cc2Cl)c(=O)c2ccccc12,-9,0.3,3.1,-1,9,7,10,-1
3,1,CC(=O)c1cc(C#N)c(SCC(=O)OC(C)(C)C)nc1C,52,-0.7,-0.4,0,-4,-2,-3,/
2,-8,COc1nc(Nc2ccccc2)nc(OC)n1,/,-0.4,-4.1,-7,/,1,1,0
-1,-5,COc1cccc2c1OCC(C(=O)O)C2 (stereo not given),-3,0.1,-1.0,3,-5,-4,1,0
-4,-2,Nc1c(C(=O)Nc2ccccc2F)sc2nc(-c3cccnc3)ccc12,/,-0.6,-0.1,-2,/,-2,-1,-1
-16,?,N#C/C(C(=O)Nc1ccc(Cl)cc1)=C(/S)Nc1ccccc1,-13,-1.3,-2.4,-3,-5,1,-8,1
1,9,Cc1ccc(/C=C/C(=O)O)cc1S(=O)(=O)N1CCC(Cc2ccccc2)CC1,2,0.7,-0.7,6,3,-1,4,0
7,12,CCCS(=O)(=O)c1c(S(=O)(=O)CCC)c2c(C)cccn2c1C(=O)N/N=C/c1cc(O)cc(O)c1,-55,-0.7,0.6,-6,-2,1,3,-1
-4,4,CC1CN(C(=O)COc2ccc3c(-c4ccccc4)cc(=O)oc3c2)CC(C)O1 (stereo not given),-3,0.1,0.1,7,4,-3,2,2
-6,12,CCNc1nc(Oc2ccc(C(=O)OC)cc2)nc(SC)n1,-7,-1.0,-2.2,3,-2,-2,3,-3
0,5,Cc1ccccc1C(=O)N1CCCN(C(=O)c2ccccc2C)CC1,0,-0.6,-1.4,4,-2,2,-5,/
2,0,Cc1oc(/C=N/NS(=O)(=O)c2ccccc2)cc1Br,5,1.0,-1.3,-4,1,1,3,0
2,-6,O=S(=O)(c1ccccc1)N1CCC(n2cnc3ccccc32)CC1,0,-0.9,0.7,0,-2,2,-6,1
-8,-1,CC(C)(C)c1ccc(C(=O)O/N=C(\N)c2ccccn2)cc1,-77,-1.2,0.4,2,-7,-1,2,-12
5,0,O=C(NCCCN1CCCC1=O)c1ccc(S(=O)(=O)Nc2ccccc2F)cc1,-6,-1.8,0.9,0,-2,1,2,3
-9,-7,COc1cccc(OCc2nc(-c3cccc([N+](=O)[O-])c3)no2)c1,2,-0.8,-0.6,0,2,-1,/,-1
-5,4,COc1ccc(CNC(=O)CN(Cc2ccccc2F)C(=O)c2csnn2)cc1,5,-0.3,2.6,-7,-2,3,1,-3
-1,9,Cc1cc(Br)ccc1OCc1nc(-c2cccnc2)no1,/,/,0.5,-7,-7,2,-2,38*
2,0,O=[N+]([O-])c1cccc(/C=N/Nc2nccnc2Cl)c1,74,-1.8,4.3,1,/,5,-5,/
9,-1,COc1ccc(-c2cc(C(=O)Nc3ccc(C)c(C)c3)no2)cc1,6,0.0,-1.1,4,-7,-4,-6,4
-6,-8,COc1ccccc1NC(=S)NNC(=S)Nc1ccc(OC(F)F)cc1,21,1.0,1.6,3,-4,3,0,23
2,-9,COC(=O)c1ccc(OC)c(OC)c1Cl,/,-0.6,-0.7,2,-3,-4,-7,-1
1,-2,O=C(CSc1n[nH]c(=O)n1Cc1ccccc1)Nc1ccc(N2CCOCC2)cc1,-9,-0.6,1.9,-4,2,1,0,-4
2,-3,Cc1ccc(-c2noc(CN3CCOCC3)n2)cc1,79,0.3,0.3,-7,-5,6,0,/
-9,-19,CCOc1ccc(CN2C(=O)CC(=O)N(S(=O)(=O)c3ccc(OCC)cc3)C2=O)cc1,-2,-1.9,-2.8,-3,-1,3,4,0
8,-1,COc1ccccc1OCc1ccc(C(=O)N/N=C/c2ccco2)cc1,4,-4.4,-0.2,-10,-2,3,-2,-2
-3,5,COc1cc(C)c(CN2CCN(CC(=O)Nc3ccccc3C(=O)NC3CC3)CC2)cc1OC,10,0.4,-1.1,-5,-2,0,-1,-1
-7,6,CCC1CCCCN1CCCNC(=O)CN1C(=O)CSc2ccc(S(=O)(=O)N3CCOCC3)cc21 (stereo not given),19,-0.5,0.5,-6,-3,-2,1,-5
-4,24,Cc1c(N=C(N)/N=C(\N)Nc2ccc(Br)cc2)c(=O)n(-c2ccccc2)n1C,-8,-0.1,1.5,-3,-6,1,0,-2
-11,-14,CCOC(=O)COc1ccc(/C=C/[N+](=O)[O-])c(OCC(=O)OCC)c1,-91,0.4,-1.9,-5,/,0,-7,/

Rows are unselected; overall some 4.1% were active at least once.
